Screening data as filed in PubChem BioAssay.
14-3-3 PPI: modulators of 14-3-3 gamma protein binding, primary screen, biochemical, fluorescence polarization | FP, 14-3-3gamma / TMR-pS259-Raf peptide binding | inhibition, % at 40 µM | 160,000 compounds, 0.19% hits; in the data active = inhibition above about 30%;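 also: 0% = protein plus tracer without compound and 100% = blank with tracer alone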
Target sequence (P61981 whole entry, looked up): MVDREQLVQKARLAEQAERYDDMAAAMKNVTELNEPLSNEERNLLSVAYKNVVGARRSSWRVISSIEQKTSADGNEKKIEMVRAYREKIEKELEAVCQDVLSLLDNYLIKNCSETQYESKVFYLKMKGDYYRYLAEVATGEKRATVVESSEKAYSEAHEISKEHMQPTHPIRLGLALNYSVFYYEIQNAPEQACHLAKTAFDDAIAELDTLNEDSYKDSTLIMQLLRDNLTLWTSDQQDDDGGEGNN
Numbers without * were called inactive; & = joins results of further samples. The list is partial (hit frequency here may not be typical).

SMILES	14-3-3 PPI
Cc1oc2c(cc(NS(=O)(=O)c3ccc(Cl)cc3)c3ccccc32)c1C(=O)OCc1ccccc1	-48
COc1cc(OC)c(OC)cc1C=NCC1COc2ccccc2O1 (stereo not drawn)	2
CCN(CC)C(=O)c1sc2nc(-c3cccs3)cc(-c3ccc(Cl)cc3)c2c1N	-13
CC1CCCCN1C(=O)Cn1cc(C(=O)c2ccco2)c2ccccc21 (stereo not drawn)	-3
C=CCn1cc(C(=O)N2CC(C)CC(C)C2)c(=O)c2cc(S(=O)(=O)N3CCCCCC3)ccc21 (stereo not drawn)	-3
O=C(CN1C(=O)C2C3C=CC(C3)C2C1=O)NCC1COc2ccccc2O1 (stereo not drawn)	-8
O=C(Cn1c(=O)n(Cc2ccccc2)c(=O)c2ccccc21)NCCc1ccccc1	0
CCc1ccc(Nc2sc(C(=O)c3ccc(Cl)cc3)c(N)c2C#N)cc1	-3
COC(=O)C1=C(N)OC2=C(C(=O)CC(C)(C)C2)C1c1ccc2c(c1)OCO2 (stereo not drawn)	1
CCOC(=O)c1cc2n(c1N)-c1ccccc1C2=O	6
COc1ccccc1N1CCN(C(c2cccs2)C(C)NS(=O)(=O)c2ccccc2)CC1 (stereo not drawn)	4
COc1ccc2c(c1)c(C(=O)CN(C)C)c(C)n2C	2
O=C(CSc1nc2cc(Cl)ccc2s1)NCCC12CC3CC(CC(C3)C1)C2	-3
CC(=O)N1c2c(cc(Br)cc2S(=O)(=O)N2CCN(c3ccccc3F)CC2)CC1C (stereo not drawn)	-1
CC1CCCCC1NC(=O)c1ccc2c(c1)NC(=O)c1ccccc1S2 (stereo not drawn)	-1
COCCC(=O)NC12CC3CC(CC(C3)C1)C2	-3
Cn1c(=O)c2c(nc(SCC(=O)c3cccs3)n2Cc2ccc(F)cc2)n(C)c1=O	-3
CCN(CC)S(=O)(=O)c1ccc2oc(C(=O)NC3CCCC3)c(C)c2c1	-9
O=C(Cc1ccc([N+](=O)[O-])cc1)N1N=C2CCCCC2C1(O)C(F)(F)F (stereo not drawn)	-4
CC1=C(C(=O)OCCOc2ccccc2)C(c2ccccc2Cl)C2=C(CC(C)(C)CC2=O)N1 (stereo not drawn)	2
CCOc1ccc(S(=O)(=O)N2CCC(C)CC2)c2ccccc12	-10
Cc1cccc(-n2c(SCc3ccccc3)nc3ccccc3c2=O)c1	-2
Cc1ccc(-n2nc3c(c2NC(=O)c2ccc([N+](=O)[O-])cc2)CSC3)cc1	-6
c1n[nH]c(NCc2ccc3c(c2)OCO3)n1	2
C=CCNc1nc(N2CCCC2)nc2ccccc12	-1

Additional records follow.
SMILES	14-3-3 PPI
COc1ccc(NS(=O)(=O)c2ccc3c(c2)CCC(=O)N3)c(OC)c1	-7
COc1cc(-c2nc(S(=O)(=O)c3ccc(C)cc3)c(N(C)C)o2)cc(OC)c1OC	-4
COc1ccc(S(=O)(=O)N(C)c2ccc(C(=O)N3CCOCC3)cc2)cc1OC	-7
Nc1ccc(C(=O)OCCCc2nc3cc4ccccc4cc3[nH]2)cc1	1
Cc1nc2nc(Cc3ccccc3)[nH]n2c(=O)c1Cc1ccccc1	50*
CN(C)S(=O)(=O)c1ccc(S(=O)(=O)N(CC(=O)Nc2ccccc2)Cc2ccco2)cc1	-4
Cc1ccnc(SCCn2c(N3CCOCC3)nc3c2c(=O)n(C)c(=O)n3C)n1	1
COc1ccc(-c2noc(C3CCCN(C(=O)CCc4ccccc4)C3)n2)cc1 (stereo not drawn)	-3
COc1ccc(N(CC(=O)O)S(=O)(=O)c2cccnc2)cc1	-7
CCCCN(C)S(=O)(=O)c1ccc2c(c1)CCN2C(=O)C1CCC1	6
CCc1ccc(N=c2oc3c(C)ncc(CO)c3cc2C(=O)Nc2ccc(C)cc2)cc1	-8
O=S(=O)(c1ccc(Cl)cc1)N1CCC(N2CCCCCC2)CC1	16
Cn1c(SCc2ccc(F)cc2)nnc1-c1ccccn1	0
Cc1sc(NC(=O)C2CCCCC2C(=O)O)c(C(N)=O)c1-c1ccc(C(C)(C)C)cc1 (stereo not drawn)	3
O=[N+]([O-])c1cccc(Nc2c([N+](=O)[O-])ccc3nonc23)c1	0
COc1ccccc1-n1c(CSCC(=O)Nc2ccc3ccccc3c2)nc2ccccc2c1=O	4
O=C(c1ccccc1)c1cc(Cl)ccc1NS(=O)(=O)c1ccc([N+](=O)[O-])cc1	9
COc1ccc(C2(c3ccc(F)cc3)CCCCC2)cc1	2
COc1cc(OC)cc(C(=O)Nc2cccc(N3CCCC3)c2)c1	-11
COc1ccc(CC(=O)NCCSc2c(C)[nH]c3ccccc23)cc1OC	-2
Cc1ccc(-n2nc3c(c2NC(=O)CC(C)C)CS(=O)(=O)C3)c(C)c1	3
O=C1CSC(c2ccc(Cl)cc2)N1c1ccc(O)cc1 (stereo not drawn)	-11
COc1cc(C(=O)NCCC(=O)NCc2ccc3c(c2)OCO3)cc(OC)c1OC	-1
COc1cc(Cl)c(C)cc1NC(=O)C1c2ccccc2C(=O)N(C)C1c1cn(C)c2ccccc12 (stereo not drawn)	-9
O=C(NCc1ccco1)c1cc2n(n1)C(C(F)(F)F)CC(c1ccc(Br)cc1)N2 (stereo not drawn)	-6&-13

In another format: results already given
Molecule,14-3-3 PPI
Cc1nc2nc(Cc3ccccc3)[nH]n2c(=O)c1Cc1ccccc1,50*
CN(C)S(=O)(=O)c1ccc(S(=O)(=O)N(CC(=O)Nc2ccccc2)Cc2ccco2)cc1,-4
Cc1ccnc(SCCn2c(N3CCOCC3)nc3c2c(=O)n(C)c(=O)n3C)n1,1

Some of these compounds in order of SMILES length, high to low.
SMILES	14-3-3 PPI
COc1cc(Cl)c(C)cc1NC(=O)C1c2ccccc2C(=O)N(C)C1c1cn(C)c2ccccc12 (stereo not drawn)	-9
Cc1sc(NC(=O)C2CCCCC2C(=O)O)c(C(N)=O)c1-c1ccc(C(C)(C)C)cc1 (stereo not drawn)	3
COc1ccc(-c2noc(C3CCCN(C(=O)CCc4ccccc4)C3)n2)cc1 (stereo not drawn)	-3
COc1ccc(NS(=O)(=O)c2ccc3c(c2)CCC(=O)N3)c(OC)c1	-7
CCCCN(C)S(=O)(=O)c1ccc2c(c1)CCN2C(=O)C1CCC1	6
O=S(=O)(c1ccc(Cl)cc1)N1CCC(N2CCCCCC2)CC1	16
COc1cc(OC)cc(C(=O)Nc2cccc(N3CCCC3)c2)c1	-11

Continued.
SMILES	14-3-3 PPI
CC1=C(C(=O)Nc2cccc(C)c2C)C(c2ccc(N(C)C)cc2)NC(=S)N1 (stereo not drawn)	-8
O=c1oc2ccccc2c(NC2CCCCCCC2)c1[N+](=O)[O-]	0
Cc1cc(=O)[nH]c(SCC(=O)Nc2ccc(F)cc2)n1	-6
COc1cccc2c(=O)n(CC(=O)N3CCCc4ccccc43)ccc12	-5
CCC(CC)NC(=O)c1cc(OC)c(OC)c(OC)c1	-6
O=C(c1nn2c(C(F)(F)F)cc(-c3ccco3)nc2c1Br)N1CCCCC1	-16
CCc1c(C)sc(NC(=O)c2sc3ccccc3c2Cl)c1C(=O)OC(C)C	-22
COc1ccc(CCN2CNc3c(c(=O)n(C)c(=O)n3C)C2)cc1	-3
CC1CCc2c(sc3ncn4c(CCc5ccccc5)nnc4c23)C1 (stereo not drawn)	-12
O=C1CCc2cc(S(=O)(=O)N3CCCC3C(=O)N3CCN(c4ccccc4)CC3)ccc2N1 (stereo not drawn)	-1
CC(=O)N1c2c(cc(Br)cc2S(=O)(=O)Nc2cccc(Cl)c2C)CC1C (stereo not drawn)	-3
CCOC(=O)c1c(NC(=O)Nc2ccc3ccccc3c2)sc(C)c1C	3
O=C(O)CCCCCNC(=O)CCn1cnc2ccccc2c1=O	-1
CN=C1SC(C(=O)Nc2ccc(C(=O)OC)cc2)CC(=O)N1C (stereo not drawn)	-51
CCOc1ccccc1NC(=O)CSc1nnc(-c2ccco2)o1	-1&0
O=c1c2cc3c(=O)n(C4CCCCC4)c(=O)c3cc2c(=O)n1C1CCCCC1	-2
CCN(CC)CCn1c(=S)[nH]c2cc(C(=O)N3CC(C)CC(C)C3)ccc2c1=O (stereo not drawn)	-1
COc1ccc(-n2c(=S)[nH]c3cc(C(=O)N4CCC(C(N)=O)CC4)ccc3c2=O)cc1	-5
COc1cc(C(=O)OCC(=O)Nc2cc(C)on2)ccc1OCc1ccccc1Cl	-3
CCS(=O)(=O)Nc1ccc(C2=NN(S(=O)(=O)CC)C(c3cccc([N+](=O)[O-])c3)C2)cc1 (stereo not drawn)	-92
CC1CN(C(=O)N(C)C)CCN1C(=O)N(C)C (stereo not drawn)	-1
CCC1C(=O)C(C)(C)C(=O)OC1c1ccc(Br)cc1 (stereo not drawn)	-3
O=C(c1ccco1)c1nnn(Cc2ccccc2)c1-c1ccccc1	4&-10
CCSc1nnc2n(C)c(=O)c3c(n12)-c1ccccc1CC31CCCCC1	-3
CC(=O)NCCNC(=O)Cn1cnc2sc(C)c(C)c2c1=O	-10

Next part.
SMILES	14-3-3 PPI
CCOC(=O)C(=O)N1c2ccccc2Sc2ccccc21	-11
CC1Cc2ccccc2N1C(=O)CSc1nnc(CNc2ccccc2)o1 (stereo not drawn)	-3
CCOC(=O)c1cnc(SC)nc1Nc1cccc(F)c1	-6
O=C(c1ccccc1)c1ccc(N2CCCCC2)cc1	-6
O=C1C(=O)c2ccc(Oc3ccc([N+](=O)[O-])cc3)c3cccc1c23	-36
COc1ccc(NC(=O)CSc2nnc(Cc3cccn3C)n2-c2ccc(C)cc2)cc1OC	-3
CC(=O)N1CCN(CCN(CC2C(C)C=C(C)CC2C)C(C)=O)CC1 (stereo not drawn)	-5
C=CCn1c(SCC#N)nc2c(c1=O)C(C)(C)Cc1ccccc1-2	-1
COc1cc2nc(-c3ccc(I)cc3)oc(=O)c2cc1OC	-4
CCc1ccc(NS(=O)(=O)c2ccc3[nH]cc(C(=O)N(C)Cc4ccccc4)c(=O)c3c2)cc1	-13
CC1CN(C(=O)c2ccc(COCC(F)(F)F)o2)CC(C)O1 (stereo not drawn)	4
Cc1ccc(NC(=O)CSc2nnc(CNC(=O)c3cccs3)o2)c(C)c1	-1
Cc1ccc(CCNC(=O)Cn2c(=O)[nH]c3ccsc3c2=O)cc1	-5
CS(=O)(=O)c1nc(-c2ccc(Br)cc2)n[nH]1	-4
CCCN(CCC)CCCNC(=O)c1cc2c(=O)n(C)c3ccccc3c2n1C	-4
Cc1ccc(Cl)cc1-n1c(SCc2ccccc2Cl)nc2[nH]ncc2c1=O	4
CC1(C)Cc2c(c(-c3ccco3)[nH]c(=O)c2C#N)CO1	3
OCC1OC(n2nnc3ccccc32)C(O)C(O)C1O (stereo not drawn)	-8
O=C(NCC1CCCO1)c1ccc2c(=O)n(CC3CCCO3)c(=S)[nH]c2c1 (stereo not drawn)	-5
COc1cccc(C2=NN(C(=O)c3cccc([N+](=O)[O-])c3)C(O)(C(F)(F)F)C2)c1 (stereo not drawn)	4
CC1(O)N(Cc2ccccc2)C(=O)OC12CCCCC2 (stereo not drawn)	-6
CCCCn1c(CN(C)Cc2ccccc2)nc2c1c(=O)n(C)c(=O)n2C	3
Cc1ccccc1NS(=O)(=O)c1cccc(C(=O)Nc2ccccc2C(=O)O)c1	1
CC(C)(C)c1ccc(S(=O)(=O)N2CCN(c3ccc([N+](=O)[O-])cc3)CC2)cc1	8
COCCCN1C(=O)c2ccc(C(=O)NCc3ccco3)cc2C1=O	0

(further entries)
SMILES	14-3-3 PPI
COC(=O)c1ccc(-c2sc3nc(N4CCOCC4)c4c(c3c2N)CC(C)(C)OC4)o1	-4
CC1CCCN(S(=O)(=O)c2ccc3[nH]c(=O)cc(C(=O)NC(C)CCc4ccccc4)c3c2)C1 (stereo not drawn)	-2
Cc1ccc2cc(CCNC(=O)C(C)C)c(=O)[nH]c2c1C	-3
Cc1ccc(NC(=O)c2sc3nc4n(c(=O)c3c2C)N=C(c2cccc([N+](=O)[O-])c2)CS4)c(C)c1	-5
COc1ccc(C)cc1Nc1nc(C)[nH]c1[N+](=O)[O-]	-12
O=C(Nc1c2c(nn1-c1ccc(Cl)cc1)CSC2)c1cccc(Br)c1	9
CC1CC(C)CN(C(=O)c2cc3c(=O)[nH]c4ccccc4c3s2)C1 (stereo not drawn)	-5
CCN(CC)CCNC(=O)Cn1nc(-c2ccc(C)cc2)ccc1=O	-5
Cn1cc(CC(=O)N2CCC(C(N)=O)CC2)c2ccccc21	-5
CCOC(=O)c1cccc(NC(=O)Cn2c(CC(=O)N3CCCC3)nc3ccccc32)c1	-8
CC1(c2ccc(Cl)cc2)NC(=O)N(CC(=O)N2CCCC2)C1=O (stereo not drawn)	-1
COc1ccc(OCCNC(=O)c2cc(C(F)(F)F)cc(C(F)(F)F)c2)cc1	-23
CCOC(=O)CC(=O)CSc1ccc2nnc(-c3cccc(F)c3)n2n1	-13
Cn1c(=O)[nH]c(=O)c2c1nc(SCCN1CCCCC1)n2CCCc1ccccc1	-2&-6
CCn1c(C(O)(c2ccccc2)c2ccc(C)cc2)nc2ccccc21 (stereo not drawn)	11
CCOC(=O)c1ccc(N2C(=O)C3C(c4ccc(Cl)cc4)OC4(C(=O)c5ccccc5C4=O)C3C2=O)cc1 (stereo not drawn)	-17
COC(=O)c1c(NC(=O)c2ccc([N+](=O)[O-])c(C)c2)sc2c1CCCC2	-6
CC1CCCCN1C(=O)c1ccc(S(=O)(=O)N2CCCCC2C)cc1 (stereo not drawn)	-1

Four entries from above, field by field.
Cc1ccc2cc(CCNC(=O)C(C)C)c(=O)[nH]c2c1C
  14-3-3 PPI: -3
Cc1ccc(NC(=O)c2sc3nc4n(c(=O)c3c2C)N=C(c2cccc([N+](=O)[O-])c2)CS4)c(C)c1
  14-3-3 PPI: -5
COc1ccc(C)cc1Nc1nc(C)[nH]c1[N+](=O)[O-]
  14-3-3 PPI: -12
O=C(Nc1c2c(nn1-c1ccc(Cl)cc1)CSC2)c1cccc(Br)c1
  14-3-3 PPI: 9
